Screens as filed in PubChem BioAssay.
Mdm2-MdmX inh: inhibitors of human Mdm2-MdmX association, primary screen, cell-based, luminescence, split luciferase, SaOS-2, uHTS; SaOS-2 split-luciferase Mdm2/MdmX complementation; inhibition, % at 8 µM; 330,000 compounds, 3% hits; AID 485346, 2010;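 active means inhibition of at least 50% at 8 µM in the primary screen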
697 NFkB inh: inhibitors of PMA/ionomycin-induced NF-kB reporter, 697 cells, primary screen, B-cell NF-kB inhibitor project, cell-based, luminescence, uHTS | 697 B-cell NF-kB luciferase reporter, 16 h | inhibition, % at 4 µM | 330,000 compounds, 0.33% hits | AID 435022, 2010; in the data active means inhibition above about 35%
Jurkat NFkB inh: inhibitors of induced NF-kB luciferase reporter, primary screen, TCR NF-kB activation inhibitor project, cell-based, luminescence, uHTS; Jurkat, PMA/ionomycin-induced NF-kB luciferase reporter; inhibition, % at 4 µM; 330,000 compounds, 0.53% hits; in the data active means inhibition above about 50%
APJ antag: antagonists of human apelin receptor APJ, primary screen, CHO-K1 cells, beta-arrestin complementation, luminescence. P35414. 330,000 compounds, 0.32% hits. inhibition, % at 20 µM. AID 2521, 2010;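 active means inhibition above about 40% at 20 µM, limit read from the data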;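 further: cells challenged with 10 nM apelin-13 agonist together with compound; plate controls were apelin-13 plus DMSO wells for no effect and DMSO wells lacking apelin-13 for full effect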
Target sequence (P35414 whole entry, looked up): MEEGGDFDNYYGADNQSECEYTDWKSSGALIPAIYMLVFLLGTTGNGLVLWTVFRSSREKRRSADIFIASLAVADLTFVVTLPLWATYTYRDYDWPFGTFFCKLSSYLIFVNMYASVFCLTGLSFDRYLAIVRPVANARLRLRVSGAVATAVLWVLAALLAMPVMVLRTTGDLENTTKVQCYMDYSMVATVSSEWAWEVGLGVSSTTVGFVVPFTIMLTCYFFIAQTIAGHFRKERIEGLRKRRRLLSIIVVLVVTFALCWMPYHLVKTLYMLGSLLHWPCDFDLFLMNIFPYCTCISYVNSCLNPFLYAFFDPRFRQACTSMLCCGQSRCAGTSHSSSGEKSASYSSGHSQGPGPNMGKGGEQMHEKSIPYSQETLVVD
UPR CHOP act: activators of apoptotic CHOP UPR arm, primary screen, cell-based, CHO-CHOP luciferase reporter, luminescence, uHTS; activation, % at 10 µM; AID 449763, 2010; 330,000 compounds, 0.34% hits; UPR activation; percent of tunicamycin response over DMSO baseline;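 active means at 10 µM dose, activation of 40% or more, normalized to positive control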;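 further: 100% = tunicamycin at 10 µg/mL and 0% = DMSO alone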
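System: CHO-CHOP luciferase reporter cell line; amount: 500 cells/well; buffer or medium: F12 medium containing 10% fetal bovine serum; incubation: 6 h compound exposure at 37 °C after overnight seeding; measured by: luciferase luminescence after 10 min with Steady-Glo reagent; evaluation: % reporter activation, DMSO baseline versus tunicamycin full activation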
APJ ag: agonists of human apelin receptor APJ, primary screen, CHO-K1 cells, PathHunter beta-arrestin, luminescence. activation, % at 20 µM. 330,000 compounds, 0.11% hits. AID 2520, 2010. 0% DMSO wells, 100% apelin;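 active means activation more than six SD over the plate average, tested at 20 µM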;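 further: 0% = DMSO alone and 100% = apelin-13 at 10 nM; some results filed as inactive read as strong as hits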
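Test system: CHO-K1 APJ beta-arrestin complementation cell line | Compound: Single test compound dose, 20 µM final, 1% DMSO | Incubation: Compound 90 min 25 °C, reagent 1 h | Measured by: beta-gal luminescence | Read-out basis: APJ–arrestin association signal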
tim23-1 inh: growth inhibitors of tim23-1 mutant yeast, primary screen, luminescence, uHTS; S. cerevisiae tim23-1 growth, BacTiter-Glo luminescence, 24 h; 330,000 compounds, 1.3% hits; inhibition, % at 20 µM; AID 463212, 2010;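 active means growth inhibition of the mutant yeast at or above 50%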;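 further: temperature-sensitive mutant grown at 25 °C; plate controls were DMSO-treated mutant yeast for no effect and medium wells lacking yeast for full effect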
UPR XBP1 act: activators of adaptive XBP1 UPR arm, primary screen, cell-based, CHO-XBP1 luciferase reporter, luminescence, uHTS; 330,000 compounds, 0.33% hits; IRE1-XBP1 UPR activation; percent of tunicamycin response, DMSO as zero; activation, % at 20 µM;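 active means versus positive control, 20 µM dose yields 30% or more activation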;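 further: 100% = tunicamycin at 10 µg/mL and 0% = DMSO only wells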
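Material: CHO-XBP1 cells stably carrying IRE1-XBP1-driven luciferase reporter / Amount: 1000 cells per well / Compound: 20 µM, 1% DMSO / Times: 6 h treatment, 37 °C / Detection: luciferase luminescence / Measure: % activation of reporter signal versus tunicamycin and DMSO controls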
* = called active by the depositor. This is a random part of the collection; any-hit rate near 5%.

SMILES	Mdm2-MdmX inh	697 NFkB inh	Jurkat NFkB inh	APJ antag	UPR CHOP act	APJ ag	tim23-1 inh	UPR XBP1 act
COc1cc(C(=O)NCCc2cc3c(OC)ccc(OC)c3[nH]c2=O)cc(OC)c1OC	14.6	1.4	-4.8	10.8	-1.6	0.5	13.0	4.3
O=C(CCNC(=O)c1ccco1)Nc1ccccc1OC(F)F	-3.6	-5.9	5.4	-5.4	0.7	-1.7	-0.7	1.8
CCOC(=O)c1ccc(N2CCN(c3ccccc3F)CC2)c(NC(=O)Nc2cccc(OC)c2)c1	9.1	2.9	18.5	-6.7	7.6	1.0	24.3	-0.9
CN1CCN(c2ccc(Cl)cc2NC(=O)CC2OC(=O)c3ccccc32)CC1 (stereo not drawn)	-14.2	2.0	4.3	22.6	1.5	-7.3	-6.2	-2.0
O=C(NCCO)C(=O)NCC1CCCN1S(=O)(=O)c1cccs1 (stereo not drawn)	1.0	13.6	5.1	7.5	0.7	-0.1	9.3	-0.8
CCCCCCC(=O)Nc1ccc(C(=O)N/N=C/c2cccnc2)cc1	1.3	-79.4	-13.1	-3.9	-0.1	7.3	26.9	0.4
CCSc1nnc(NC(=O)CCC2CCCCC2)s1	32.6	8.3	-3.7	13.9	1.9	1.2	5.0	2.2
COc1cc(OC)cc(C(=O)N2CCN(Cc3ccccc3C(F)(F)F)CC2)c1	-7.2	13.8	-9.1	23.7	-1.0	-2.5	35.0	-3.2
CN(Cc1cccs1)C(=O)c1cccc(S(=O)(=O)N2CCCCCC2)c1	1.2	9.6	-5.7	-5.6	0.1	-3.5	29.7	-2.1
CC1CCc2nc3sc4c(c3c(N)c2C1)CCCC4 (stereo not drawn)	-79.1	-97.7	-77.9	-25.1	5.1	-3.8	31.6	0.2
O=C(Nc1cccs1)N1CCN(c2ncccn2)CC1	13.7	3.1	-10.0	-6.3	0.3	-1.8	5.4	-3.3
Cc1nc(C(=O)N2CCOCC2)sc1C1(C)CC(c2ccccc2)=NO1 (stereo not drawn)	19.8	5.1	-1.6	-38.8	-0.5	-1.7	-3.9	-0.9
CCOC(=O)C(C)Sc1nc(-c2ccccn2)ncc1OC (stereo not drawn)	21.9	-5.0	-3.1	4.7	0.3	-0.1	-0.4	1.9
CC1CCc2c(sc(Nc3nc4c(F)cccc4s3)c2C(N)=O)C1 (stereo not drawn)	1.6	-23.3	-4.4	-30.2	3.4	-2.3	37.5	0.9
C/C(=N/NC(=O)CC(=O)N/N=C(\C)c1ccc([N+](=O)[O-])cc1)c1ccc([N+](=O)[O-])cc1	20.4	16.3	5.3	-3.1	-1.0	-3.9	7.5	0.0
CCCC(=O)Nc1nc2c(s1)COc1ccccc1-2	-8.9	-1.1	-14.2	-14.8	2.4	-6.1	34.2	-2.2
O=C(O)c1ccccc1C(=O)Nc1nc(-c2ccc3ccccc3c2)cs1	-10.3	-26.5	2.4	-10.3	5.1	1.4	5.1	-2.3
CCOC(=O)C1CCCN(C(=O)CNC(=O)c2nn(-c3ccc(OC)c(Cl)c3)c(=O)c3ccccc23)C1 (stereo not drawn)	21.1	21.3	-7.3	9.1	2.3	3.0	15.8	1.2
O=[N+]([O-])c1ccc(S(=O)(=O)Nc2cccc(-c3ccc(N4CCOCC4)nn3)c2)cc1	10.2	-11.7	-15.4	-46.9	2.5	13.4	-9.7	-2.4
CN(C(=O)Cc1c(C(=O)O)n(C)c2ccccc12)c1cccc(C(F)(F)F)c1	-10.9	-2.2	-9.4	15.6	0.7	-3.9	18.1	-1.3
Cn1c(N)c(C(=O)COC(=O)C2(c3cccc(F)c3)CCCC2)c(=O)n(C)c1=O	-6.2	-7.8	10.3	1.2	0.4	3.5	10.5	-5.3
CCN(CC)c1ccc(/C=N\N2CCN(Cc3ccc(C)cc3)CC2)cc1	-28.1	-12.2	-14.3	-2.8	0.1	-0.3	20.2	-1.3
COC(=O)Nc1sc2c(c1C(=O)NC1CC1)CCCCCC2	-9.0	3.8	4.4	-0.8	-0.4	-5.7	18.6	-2.8
COc1cc(NC(=O)CCN2CCN(C/C=C/c3ccccc3)CC2)cc(OC)c1	-1.9	-4.2	3.4	-3.8	0.6	-4.0	11.0	-3.1
Cc1cc(C)c(S(=O)(=O)N/N=C/c2ccc3c(c2)OCO3)c(C)c1	9.0	8.5	8.4	-10.6	0.5	0.6	33.8	-6.0

Profiles, quoted from the list. Order of values: Mdm2-MdmX inh | 697 NFkB inh | Jurkat NFkB inh | APJ antag | UPR CHOP act | APJ ag | tim23-1 inh | UPR XBP1 act
COC(=O)Nc1sc2c(c1C(=O)NC1CC1)CCCCCC2 across the screens: -9.0 | 3.8 | 4.4 | -0.8 | -0.4 | -5.7 | 18.6 | -2.8
Cc1nc(C(=O)N2CCOCC2)sc1C1(C)CC(c2ccccc2)=NO1 (stereo not drawn) across the screens: 19.8 | 5.1 | -1.6 | -38.8 | -0.5 | -1.7 | -3.9 | -0.9

Other results follow.
SMILES	Mdm2-MdmX inh	697 NFkB inh	Jurkat NFkB inh	APJ antag	UPR CHOP act	APJ ag	tim23-1 inh	UPR XBP1 act
Cc1ccc2oc(C(=O)N3CCN(Cc4nccn4C)CC3)c(C)c2c1	13.1	-9.4	10.8	21.5	0.5	-0.5	2.8	-3.1
CS(=O)(=O)Nc1ccc(C(=O)N2CC(=O)Nc3ccccc32)cc1	15.3	5.6	7.6	11.0	0.4	0.7	5.7	-3.7
COC(=O)c1c(-c2c(Cl)cccc2Cl)noc1C(=O)NN	22.9	5.7	5.7	-21.1	-0.9	6.4	23.7	-1.6
O=C(COc1ccc(S(=O)(=O)N2CCOCC2)cc1)Nc1ccccc1C(F)(F)F	21.3	11.9	-6.5	15.4	-0.4	-2.1	31.9	-1.7
Cc1ccccc1C(=O)Nc1nc2n(n1)C(c1ccccc1)CC(=O)N2 (stereo not drawn)	9.9	24.3	4.9	5.5	-3.2	-3.5	-10.6	2.1
CC(C)(C)c1ccc(-c2c(C(=O)O)c(C(=O)O)c3n2CSC3)cc1	20.9	-6.6	-5.6	10.3	-0.5	-0.1	12.4	-2.1
O=C(c1ccc(Cl)cc1[N+](=O)[O-])N(Cc1ccccc1)Cc1ccccc1	15.4	18.3	4.3	-15.9	-1.4	-1.3	21.8	0.0
COc1ccc(NC(=O)CN(C)CC(=O)NC2CCC(C)CC2)cc1 (stereo not drawn)	0.2	-13.3	9.3	-93.6	-3.0	1.7	20.9	-1.3
COC(=O)C1CC(O)CN1C(=O)NC1CCCCC1 (stereo not drawn)	-6.2	11.1	17.8	-0.4	1.7	-0.4	3.5	-0.9
O=C(O)c1ccc(S(=O)(=O)NCC2CCCCC2)cc1	28.7	9.6	3.2	11.3	-0.5	-2.0	-0.3	-2.7
CCOC(=O)Cn1c(=O)c2c(nc(N3CCCCC3)n2Cc2ccccc2)n(C)c1=O	40.2	-32.0	-16.0	15.6	5.7	-1.2	33.2	-1.0
CCOCCCNC(=O)CN1C(=O)CSc2ccccc21	5.9	-14.6	-2.3	6.5	-1.6	-3.5	7.7	-0.5
COc1ccc(CC(=O)Oc2ccc(C)cc2Br)cc1S(=O)(=O)N1CCOCC1	5.8	20.0	-5.8	6.9	-1.2	-3.6	5.9	-3.6
Cc1nc2ccccc2c(=O)n1NS(C)(=O)=O	6.3	7.7	6.1	-7.9	-1.6	-5.3	-12.1	-0.3
Cc1ccc(-c2cc(-c3cccc(F)c3)n[nH]2)c(O)c1	-179.2	-223.9	-141.3	-0.4	2.3	0.5	58.5*	3.4
COCCOC(=O)C(C#N)c1nc2ccccc2nc1N1CCCC1 (stereo not drawn)	26.1	17.5	-7.0	10.4	-0.3	-4.9	38.2	-0.8
O=C1N(Cc2cccc(Cl)c2)C[C@@H]2C[C@@H](c3ccsc3)N3CCC[C@@]123	-36.7	-1.4	2.8	-0.1	-1.8	-7.3	27.1	-3.3
CC1(C)CC(=O)C(C(=O)/C=C/NCCc2ccccc2)C(=O)C1	25.0	22.6	-2.8	10.9	0.7	2.2	8.2	-0.4
Cc1cc(C)nc(SCc2nnc(SCc3ccccc3Cl)o2)n1	-7.5	-26.8	-14.0	7.0	-2.5	-3.4	23.4	1.1
CCOC(=O)N1CCN(C(=O)COc2ccc(S(=O)(=O)NCC(C)C)cc2C)CC1	22.3	-2.9	-16.9	20.8	0.4	-2.3	11.4	-4.1
COc1ccc2nc(Nc3ccccc3OC)sc2c1	-192.3	-191.4	-194.7	-7.0	3.6	-5.2	35.8	1.2
COc1ccccc1[C@@H]1C(c2ccc(F)cc2)=NN(c2ccccc2)[C@H]1C(=O)N1CCOC1=O	20.4	17.4	-7.8	-0.7	2.1	-0.6	25.7	-0.2
Cc1ccc(C(=O)c2ccccc2C(=O)OCC(=O)NC(C)(C)C)cc1	28.2	8.3	-9.6	10.4	-1.9	-1.1	20.6	0.7
O=C(COC(=O)c1c[nH]c2ccccc12)NC1CCCCC1	7.4	3.8	6.3	18.5	1.9	-4.7	13.2	-1.4
CCN1CCN(S(=O)(=O)c2ccc(Br)s2)CC1	-0.8	7.6	-12.2	-1.8	3.8	-5.5	11.3	-1.6
Other structures
SMILES	Mdm2-MdmX inh	697 NFkB inh	Jurkat NFkB inh	APJ antag	UPR CHOP act	APJ ag	tim23-1 inh	UPR XBP1 act
CCOc1ccc(NC(=O)C(Cc2ccccc2)N2C(=O)c3cccc4cccc(c34)C2=O)cc1 (stereo not drawn)	50.2*	6.7	6.6	-0.8	19.1	0.7	14.0	64.9*
Cc1ccc(NC(=O)C2CCCN(c3ncccn3)C2)cc1F (stereo not drawn)	-103.6	-17.3	-98.6	-16.0	7.9	0.6	1.4	4.6
CCCCNC(=S)Nc1ccc(C(F)(F)F)cc1	18.2	-13.0	-9.4	11.3	2.0	0.2	46.9	-0.3
CCC(=O)Nc1ccc(C(=O)CSc2nnc(-c3ccc(NS(=O)(=O)CC)cc3)o2)cc1OC	-4.0	-43.4	1.0	-5.6	0.4	-4.4	10.6	2.2
CCOC(=O)C1CCN(C(=O)CN2C(=O)c3cccnc3Oc3ccccc32)CC1	1.5	-19.2	-1.7	-4.3	0.1	3.4	-2.5	2.9
S=C(NC1CCCCC1)N1CCN(C/C=C/c2ccccc2)CC1	1.8	-12.2	7.1	12.8	3.4	-0.7	21.9	0.8
OCC[C@@H]1C[C@@H](O)[C@H](O)[C@@]2(CCc3ccccc3O2)O1	26.3	21.2	1.0	-19.8	-1.9	-0.4	20.3	4.4
CC(=O)Cn1cnc2c(cnn2-c2ccccc2)c1=O	-6.1	-19.9	-18.9	7.2	1.4	0.2	0.8	-1.7
Cc1ccc(NCCC(=O)c2ccc(Br)cc2)cc1	17.4	1.5	-7.4	1.9	-1.1	-4.5	7.6	-0.1

In the list so far, these contain an aryl thioether with sulfur outside any ring.
SMILES	Mdm2-MdmX inh	697 NFkB inh	Jurkat NFkB inh	APJ antag	UPR CHOP act	APJ ag	tim23-1 inh	UPR XBP1 act
CCSc1nnc(NC(=O)CCC2CCCCC2)s1	32.6	8.3	-3.7	13.9	1.9	1.2	5.0	2.2
CCOC(=O)C(C)Sc1nc(-c2ccccn2)ncc1OC (stereo not drawn)	21.9	-5.0	-3.1	4.7	0.3	-0.1	-0.4	1.9
Cc1cc(C)nc(SCc2nnc(SCc3ccccc3Cl)o2)n1	-7.5	-26.8	-14.0	7.0	-2.5	-3.4	23.4	1.1
CCC(=O)Nc1ccc(C(=O)CSc2nnc(-c3ccc(NS(=O)(=O)CC)cc3)o2)cc1OC	-4.0	-43.4	1.0	-5.6	0.4	-4.4	10.6	2.2
